# Screens: PubChem BioAssay, several laboratories
# ABCB6 inh MLPCN: human ABCB6 transporter inhibition; Q9NP58; K562-ABCB6 porphyrin accumulation, flow cytometry, 1 h; stronger effect = lower value; fluorescence ratio to DMSO, % at 10 µM; 360,000 tested, 0.19% active;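 active = fluorescence ratio to DMSO below 75%, the collection mean minus 3 SD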;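 also: signal is porphyrin accumulated inside mitochondria; 100% equals median channel fluorescence of DMSO control wells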
# m5-HT2A agonist: activates the mouse 5-HT2A serotonin receptor. P35363. CHO-K1 mHTR2A beta-arrestin complementation, luminescence; percent of 30 µM serotonin response. activation, % at 7.6 µM. 360,000 tested, 0.66% active. AID 624169;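 active = activation above a run cutoff, the mean activation of all tested compounds plus 3 SD, cut at about 14% in these data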;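 also: 0% = plate median of compound wells and 100% = 30 µM serotonin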
# Target sequence (P35363 whole entry, looked up): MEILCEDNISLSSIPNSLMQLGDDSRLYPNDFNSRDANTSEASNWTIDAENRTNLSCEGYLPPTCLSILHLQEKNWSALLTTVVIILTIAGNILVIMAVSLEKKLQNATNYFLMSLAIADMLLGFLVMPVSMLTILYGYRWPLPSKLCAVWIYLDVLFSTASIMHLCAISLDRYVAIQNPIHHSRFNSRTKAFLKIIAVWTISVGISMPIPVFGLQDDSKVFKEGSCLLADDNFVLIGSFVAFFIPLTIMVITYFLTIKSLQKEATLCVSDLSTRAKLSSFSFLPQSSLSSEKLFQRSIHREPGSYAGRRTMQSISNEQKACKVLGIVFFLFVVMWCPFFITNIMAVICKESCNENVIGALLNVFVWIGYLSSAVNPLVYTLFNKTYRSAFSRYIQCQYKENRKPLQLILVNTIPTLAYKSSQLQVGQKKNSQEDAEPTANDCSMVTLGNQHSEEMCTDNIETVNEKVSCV
# Exocytosis inh: blocks lytic granule exocytosis | TALL-104 LAMP-1 surface exposure, flow cytometry; cells stimulated with thapsigargin and PMA | inhibition, % at 10 µM | 360,000 tested, 0.66% active;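 active = inhibition above about 55%, limit read from the data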
# MC4R ag barr: human MC4R agonism via beta-arrestin. U2OS MC4R beta-arrestin complementation, luminescence; percent of melanotan II response, DMSO zero. activation, % at 8.9 µM. 360,000 tested, 0.98% active. AID 540308;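 active = activation above a per-plate cutoff, the mean activation of sample wells on that plate plus 3 SD, cut at about 8% in these data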
# MC4R antag cAMP: human MC4R antagonism in cAMP assay; inhibition, % at 6.5 µM; MC4R-expressing cells, MTII-stimulated cAMP, LANCE TR-FRET; 360,000 tested, 0.48% active;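 active = inhibition above its plate's cutoff, the mean of tested wells on that plate plus 3 SD, cut at about 29% in these data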;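 also: 0% = Melanotan II alone and 100% = Melanotan II plus saturating MCL0020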
#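 system = U2OS cells with stable human MC4R expression | also added = Melanotan II challenge after compound preincubation | dosing = one concentration, 6.5 µM nominal | incubation = compound 30 min, challenge 1 h, detection 1 h | measured by = TR-FRET with Eu-cAMP and labeled anti-cAMP, 671 nm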
# CaV13 ICDI inh: Disruptors of the CACNA1D IQ motif to Ca2+-dependent inactivation inhibitor domain association, primary screening, Förster resonance energy transfer in intact living …. HEK cells, CFP/YFP FRET ICDI-IQ, plate reader, 10 min; percent FRET-ratio fall versus neutral wells. inhibition, % at 12.3 µM. 340,000 tested, 0.098% active;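 active = mean replicate inhibition of at least 30% and at least 1% of replicates passing that level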;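 also: 0% = median of the neutral control wells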
# PDI inh: PDI (human) enzyme inhibition | P07237 | PDI insulin aggregation turbidity, A650, 90 min | inhibition, % at 10 µM | 350,000 tested, 0.052% active | AID 588391;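 active = mean inhibition across replicates of 30% or more, whatever share of single replicates reach that level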;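 also: absorbance from insulin aggregation driven by PDI reduction with DTT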
# Target sequence (P07237 whole entry, looked up): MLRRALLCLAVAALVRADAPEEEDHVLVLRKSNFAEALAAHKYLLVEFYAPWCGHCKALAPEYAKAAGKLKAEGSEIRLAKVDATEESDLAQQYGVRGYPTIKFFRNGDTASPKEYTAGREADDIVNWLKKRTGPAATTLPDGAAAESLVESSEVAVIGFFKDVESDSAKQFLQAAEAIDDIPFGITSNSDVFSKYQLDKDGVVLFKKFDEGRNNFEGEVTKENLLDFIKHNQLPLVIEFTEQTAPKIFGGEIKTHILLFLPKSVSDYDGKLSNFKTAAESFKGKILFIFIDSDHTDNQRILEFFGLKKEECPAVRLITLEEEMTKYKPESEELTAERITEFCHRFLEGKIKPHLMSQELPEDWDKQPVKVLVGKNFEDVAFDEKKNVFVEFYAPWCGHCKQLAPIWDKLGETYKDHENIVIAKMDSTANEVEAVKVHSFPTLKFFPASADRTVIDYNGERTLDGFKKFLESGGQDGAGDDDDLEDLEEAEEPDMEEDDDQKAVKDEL
# Cardio protect: modulators protecting cardiomyocytes from myocardial damage; H9c2 cardiomyocytes, H2O2 injury protection, ATPLite, 2 h; protection from H2O2 cell death, % at 20 µM; 360,000 tested, 0.63% active;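 active = compounds giving at least 50% protection of heart cells from peroxide-induced death in the single-dose screen, raw or plate-pattern-corrected value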;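 also: 0% = DMSO wells with peroxide and 100% = DMSO wells without peroxide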
# N-glyco inh: blocks N-linked glycosylation in D54 reporter cells. D54 ERlucT glycosylation luciferase reporter, 24 h; percent of 100 nM tunicamycin response. reporter increase, % at 12.5 µM. 360,000 tested, 0.23% active. AID 588692;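 active = mean luciferase reporter signal, scaled so untreated is 0 and the glycosylation-blocking control 100, at or above a set limit in every replicate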;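 also: luciferase carries N-glycosylation sites so blocking glycosylation raises the light; 0% = median of neutral control wells and 100% = median of 100 nM tunicamycin wells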
# ABHD5 PLIN5 PPI: blocks binding of human ABHD5 to perilipin-5 | 360,000 tested, 0.78% active | Split G. princeps luciferase complementation, luminescence, 4 h | Q00G26+Q8WTS1 | inhibition, % at 4 µM;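 active = inhibition above the mean inhibition across every tested compound plus 3 SD, cut at about 22% in these data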;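 also: 0% = DMSO only wells and the 100% control is not disclosed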
# Starred values were filed as active, the others as inactive; . = not tested or not shown.
SMILES,ABCB6 inh MLPCN,m5-HT2A agonist,Exocytosis inh,MC4R ag barr,MC4R antag cAMP,CaV13 ICDI inh,PDI inh,Cardio protect,N-glyco inh,ABHD5 PLIN5 PPI
Oc1ccc(COCc2ccccc2)c2cccnc12,107,-2,-1,-1.3,4,.,4,34,-11,5
COc1ccc(NC(=S)Nc2cccnc2)c(OC)c1,101,5,-5,-5.2,11,-9,-1,2,2,-8
CN(CC(=O)NCCc1ccc(S(N)(=O)=O)cc1)CC(=O)Nc1ccc(Cl)c(C(F)(F)F)c1,97,-6,-3,-1.7,6,-6,2,-26,-1,6
CC(=O)Nc1ccc(N/C=C/C(=O)c2ccc(C)o2)cc1,107,0,0,-1.1,-1,-8,9,-6,0,12
NNC(=O)c1ccc(CN2CCCCC2)o1,99,-4,-2,-0.2,14,-17,-4,-2,2,1
CCCN(Cc1ccc(N(CC)CC)cc1)CC1CC1,98,-1,5,-0.3,6,-5,1,-6,0,-4
O=C(c1cc([N+](=O)[O-])ccc1Cl)N1CCN(c2ccccc2)CC1,99,-1,3,-0.9,-6,-2,12,5,3,3
CC(=O)Nc1ccc(S(=O)(=O)NNC(=O)c2cccc(Br)c2)cc1,99,1,-2,2.1,9,-4,-3,-1,3,1
CCS(=O)(=O)n1nc(-c2ccc(OC)cc2)nc1SC,84,-3,1,0.8,3,1,4,-9,-1,0
FC(F)(F)c1cc(Oc2ccccc2)ncc1-c1nnc(-c2ccccc2Cl)o1,91,1,-5,-1.8,11,-14,2,-11,-3,-1
Cn1cnnc1SCC(=O)c1ccc(O)c(O)c1,100,4,-10,-2.1,5,-5,12,0,0,-3
Cc1ccc(C(=O)OCC(=O)NCC2COc3ccccc3O2)cc1 (centres undefined),99,-4,4,1.0,11,-2,6,-3,-1,-7
O=C(OCc1ccccc1)N1CCC2CC1c1cc(N3CCN(S(=O)(=O)c4cc(Cl)cc(Cl)c4)CC3)ccc12 (centres undefined),96,4,2,-0.1,1,-6,-6,-2,0,-3
COc1ccc(C)cc1N(C(=O)c1ccc(C#N)cc1)C1=NC(C)(C)CS1,99,-1,9,-2.6,4,-4,-1,-4,0,-7
O=C(CCCNS(=O)(=O)c1cccs1)N1CCN(c2ccc(F)cc2)CC1,97,2,0,-1.9,-2,-3,3,2,-2,-1
Cc1cc(C(=O)NCC(=O)Nc2ccc(F)c(F)c2)c(C)o1,103,-1,37,0.6,6,-5,12,1,0,-1
CN(C)c1ccc(C(CNC(=O)c2ccc(F)cc2)c2c[nH]c3ccccc23)cc1 (centres undefined),104,-2,2,-0.7,17,-3,21,5,-1,0
CSc1ccc(C2N=C(c3ccccc3)NO2)cc1 (centres undefined),112,0,-10,2.3,12,.,3,-8,-8,-11
O=C(CN1CCN(C(=O)c2ccccc2F)CC1)Nc1ccc(Br)cc1,89,-5,-1,-1.8,5,-1,2,-3,-1,3
O=C(CSc1nnc(NC(=O)C2CC2)s1)NCc1ccccc1Cl,98,5,5,-3.1,3,-3,4,-2,-1,-11
COc1cccc(CN(C)CC(=O)Nc2sc3c(c2C#N)CCC3)c1OC,100,0,-2,-3.7,12,7,8,-22,2,-3
CCOC(=O)c1c(NC(=O)CSc2nnc(-c3cccnc3)n2Cc2ccco2)sc(C)c1C,91,-3,0,0.4,3,-6,28,-3,-3,-1
Cc1ccc(NCc2nnc(SCC(=O)c3ccc4c(c3)OCCO4)o2)c(C)c1,96,6,-2,2.0,-1,-8,-5,-7,-2,2
O=C(NC(=S)N1CCN(c2ccccc2)CC1)c1ccco1,94,-10,-16,-0.9,3,-2,8,-1,1,-5
COc1ccc(OCC(=O)Nc2ccc(S(=O)(=O)N3CCN(C)CC3)cc2)cc1,103,-7,-1,-0.4,11,-4,-1,2,-1,-7

# (further entries)
SMILES,ABCB6 inh MLPCN,m5-HT2A agonist,Exocytosis inh,MC4R ag barr,MC4R antag cAMP,CaV13 ICDI inh,PDI inh,Cardio protect,N-glyco inh,ABHD5 PLIN5 PPI
Cc1occc1C(=O)N1CCN(c2ccc(Cl)cc2)CC1,100,3,-2,-3.1,2,-6,-4,4,1,7
Cc1ccc(NC(=O)N2CCCC2C(=O)NCCC2=CCCCC2)cc1 (centres undefined),97,-2,6,-2.2,3,-6,-4,-5,0,-7
CCC(CC)C(=O)Nc1cccc(C(=O)NCCc2ccc(S(N)(=O)=O)cc2)c1,97,0,-1,-0.3,17,-3,7,-2,1,0
CC(C)Cc1nnc(NC(=O)CN2C(=O)NC3(CC(C)CC(C)(C)C3)C2=O)s1 (centres undefined),97,-1,2,-2.6,14,-5,10,-2,3,-11
NS(=O)(=O)c1cccc(NC(=O)CSc2nnc(C3CC3)n2Cc2ccccc2)c1,92,-2,2,-1.1,1,-15,8,-3,-1,5
Cc1ccc(Cl)c(OCC(=O)NN2CCN(C)CC2)c1,96,-1,2,-0.4,0,-2,-5,-2,2,-2
COc1ccc2nc(SCC(=O)Nc3ccccc3)[nH]c2c1,101,19*,-3,-1.5,-7,-1,8,0,0,-1
COc1ccc(N2CCOCC2)c(NC(=O)c2cccc3ccccc23)c1,95,-1,10,-1.8,0,-3,-4,7,-5,4
Nc1nc(-c2ccc(Cl)cc2Cl)cn1N,89,0,0,-0.2,3,-1,-1,12,0,-4
Cc1cc(Br)cc(C)c1NC(=O)c1ccc(C#N)cc1F,99,2,1,-2.2,16,-3,-3,-10,-1,-1
CC(NC(=O)c1cc(-c2ccccc2)on1)c1ccccc1 (centres undefined),103,-2,-13,5.5,0,-3,3,-1,1,3
Clc1ccc(Cn2ccc3ccccc32)cn1,100,0,-3,0.2,-6,-4,-1,-4,-3,3
Cc1ccc(S(=O)(=O)N[C@H](C(=O)N2CCC(C(=O)N[C@@H](CC(=O)O)C(=O)O)CC2)C(C)C)cc1,97,-5,12,-1.5,3,.,.,7,1,1
CCc1nnc(SCC(=O)Nc2ccc3c(c2)OCO3)n1CC,103,-3,-1,-3.0,6,.,11,-1,0,-1
c1ccc(C2=Nn3c(nnc3-c3ccccn3)SC2)cc1,93,-2,-2,0.4,9,-3,-3,8,0,-2
CC(C)c1ccc(NC(=O)CSc2nc3ccccc3nc2N2CCCC2)cc1,99,-2,3,0.9,8,-8,.,-12,-6,-3
COc1ccc(OCC(O)CNC(=O)c2ccccc2C(=O)O)cc1 (centres undefined),87,-1,-2,0.8,8,-4,-4,5,2,-1
CCn1cc(S(=O)(=O)CC(=O)N2CCc3ccccc32)c2ccccc21,98,-2,-2,-0.7,8,-8,.,4,1,-4
COc1ccc(CNC(=O)C2CCCN(S(=O)(=O)c3c(C)nn(C)c3C)C2)cc1 (centres undefined),96,-3,2,-0.6,-1,-2,.,4,2,6
CC1CCCC(C)N1C(=O)C1CCCCC1 (centres undefined),97,3,3,-0.7,8,-2,5,4,1,2
Cc1ccc2nsnc2c1S(=O)(=O)Nc1cccc2nsnc12,103,7,-4,-1.7,9,.,-4,-4,3,0
COc1ccc(Cl)cc1S(=O)(=O)N(C)CC(=O)N1CCOCC1,92,3,-9,0.2,2,-4,7,0,5,-5
Cn1c(=O)c2c(SCC(=O)N3CCCC3)nc(CC(C)(C)C)nc2n(C)c1=O,107,1,2,0.1,5,-4,0,3,-2,3
O=C(NC(=S)N1CCCC(C(F)(F)F)C1)c1ccc(F)cc1 (centres undefined),99,0,-13,-1.1,1,-4,15,4,2,-2
O=C(Nc1cccnc1)c1cc(S(=O)(=O)N2CCOCC2)ccc1Br,96,5,6,-1.4,-2,.,-5,1,0,-1

# Looked up above.
# Result of COc1ccc(N2CCOCC2)c(NC(=O)c2cccc3ccccc23)c1 in ABCB6 inh MLPCN: 95
# Result of CC1CCCC(C)N1C(=O)C1CCCCC1 (centres undefined) in ABHD5 PLIN5 PPI: 2

# Next part:
SMILES,ABCB6 inh MLPCN,m5-HT2A agonist,Exocytosis inh,MC4R ag barr,MC4R antag cAMP,CaV13 ICDI inh,PDI inh,Cardio protect,N-glyco inh,ABHD5 PLIN5 PPI
S=C1NCCC12C(=S)Nc1ccccc12 (centres undefined),103,0,-2,-0.3,-2,.,.,4,-2,-2
Cc1ccc(C(=O)N/C(=C/c2ccc(-c3ccc(Br)cc3)o2)C(=O)NC2CCS(=O)(=O)C2)cc1 (centres undefined),101,-4,-3,-2.3,10,-5,-4,-2,3,5
Cc1nnc(N2C(=O)C(=O)/C(=C(/O)c3ccc4c(c3)OCCO4)C2c2ccc([N+](=O)[O-])cc2)s1 (centres undefined),110,4,2,-3.4,-4,-14,-4,6,2,-8
Cc1nn2c(NCc3ccccn3)c3c(nc2c1-c1ccccc1)CCC3,98,5,29,-5.6,-2,-5,-4,-3,-3,0
COC(=O)c1ccccc1NC(=O)CSc1ccccc1,99,1,-3,-0.5,-2,-4,-6,-3,0,-2
O=C(NC1CCCCC1)c1ccc(-n2cnnn2)cc1,100,3,1,-0.2,7,-2,5,-1,0,3
CCOc1cc(C2NN=C(c3ccc(C)cc3)S2)ccc1O (centres undefined),96,5,5,-1.1,20,-5,14,-19,0,-4
COc1ccc(-c2cc(C(=O)N/N=C(\C)c3cccnc3)c3cc(C)ccc3n2)cc1OC,101,-5,-1,-2.5,15,.,-2,20,-3,-2
CCOC(=O)CC(=O)CSc1ncnc2c1nnn2-c1ccc(F)cc1,99,4,5,0.3,-1,-7,1,9,3,-20
Cc1c(NC(=O)COc2ccccc2Cl)c(=O)n(-c2ccccc2)n1C,91,-5,-3,-1.9,1,-5,8,-4,1,-4
COc1cccc(/C=C2\Oc3cc(OC(=O)N4CCOCC4)ccc3C2=O)c1,96,10,-4,-3.9,5,-4,-3,1,-3,-1
CN(C)Cc1ccc(F)cc1Sc1cc(Cl)ccc1Cl,92,-7,-3,0.2,3,-6,0,-14,0,-9
O=C(NNc1ccc([N+](=O)[O-])cc1)c1ccccc1Cl,99,1,-1,-2.2,1,-5,8,-1,2,1
O=C(NCCC(=O)N1CCNC1=O)OCc1ccccc1,98,0,-2,-0.6,-2,.,4,3,1,3
CCCCCN(C(=O)CCC(=O)OCC(=O)c1c(C)cc(C)cc1C)c1c(N)n(CCCC)c(=O)[nH]c1=O,104,0,2,-0.5,6,-6,-3,0,2,2
CC(=O)Nc1ccc(NC(=S)NC(=O)c2cc3ccccc3o2)cc1,100,1,-6,-1.4,2,-15,0,-4,-1,8
c1ccc2cc(OCCOCCOc3ccc4ccccc4c3)ccc2c1,95,5,-5,-0.2,0,-2,10,-12,2,-3
CN1CCc2c(n(CC(O)CN3CCN(CCO)CC3)c3ccccc23)C1=O (centres undefined),98,-2,2,-2.5,1,-16,1,-4,1,0
Cc1cc(C)c2nc(SCC(=O)Nc3ccc(S(=O)(=O)N4CCCC4)cc3)c(C)cc2c1,87,-7,-5,-0.9,3,-6,4,-2,-1,8
O=C(NC1=NCCS1)c1ccc(Cl)c(S(=O)(=O)N2CCCCCC2)c1,93,-1,-4,1.1,11,-7,10,0,0,-3
Cc1ccccc1OCC(=O)N(Cc1cccc(F)c1)C1CCS(=O)(=O)C1 (centres undefined),104,-6,-7,-1.4,18,-7,1,9,-1,-3
